Compound activity deposited in PubChem BioAssay by National Center for Advancing Translational Sciences (NCATS).
RECQ1 inh: qHTS Assay for Inhibitors of RecQ-Like Dna Helicase 1 (RECQ1). ATP-dependent DNA helicase Q1 (Homo sapiens), P46063. AID 2549, 2010. Potency, µM (doses to about 57.3 µM), for the others: top-dose activity, negative = inhibition, actives largely listed as inhibitors. 240,000 tested, 0.54% active. RECQ1 DNA unwinding, red fluorescence kinetic read;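 also: plate controls were vehicle for no effect and no enzyme for full effect; nearly all actives have a fitted effect of over 30% in size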
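50 nM RECQ1T1 preincubated 15 min with compound in Tris pH 8.0 buffer with MgCl2, DTT, Tween-20 and 2.5 ug/ml poly(dI-dC); started with 200 nM TAMRA/BHQ-2 forked duplex and 2 mM ATP. Unwinding read as fluorescence (525/598 nm), two reads 2 h apart.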
Tau fluor counter: Counterscreen qHTS for Inhibitors of Tau Fibril Formation, Fluorescence Polarization. tau K18 P301L Alexa594 fluorescence, heparin fibrillization. Potency, µM (highest dose often 57.7 µM), for the others: at the highest dose activity change, negative = decrease. 280,000 tested, 0.93% active. AID 1463, 2008; also: % is scaled to controls: 0 for no effect and ±100 for the full control effect; nearly all actives have a fitted effect of over 55% in size
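Human tau K18 P301L (15 uM unlabeled, 0.24 uM Alexa 594-labeled) in 100 mM sodium acetate pH 7 with 20 uM heparin, 6 hr at 37 C. ThT 30 uM added, 1 hr ambient; Alexa 594 FP and total fluorescence read at 555/632 nm.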
TexasRed fluor: Total Fluorescence Counterscreen for Inhibitors of the Interaction of Thyroid Hormone Receptor and Steroid Receptor Coregulator 2 | TRb/SRC2 Texas Red total fluorescence interference | Potency, µM (titrated, usually from 106 µM), inactives show at the highest dose fluorescence change, negative = quenching | 280,000 tested, 0.29% active | AID 1479, 2009; active = well fitted curve in either direction with a large enough effect; inconclusive = small, poorly fitted or top-dose-only effect; also: % is scaled to controls: 0 for no effect and ±100 for the full control effect
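Human TRβ ligand-binding domain (0.6 uM) and Texas Red SRC2 peptide (20 nM) in Tris buffer with 1 uM T3 and 5% DMSO were incubated with pinned compound for 5 hr at ambient temperature. Total fluorescence was computed as S + 2P (555/632 nm).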
Tau fibril ThT: qHTS for Inhibitors of Tau Fibril Formation, Thioflavin T Binding; Microtubule-associated protein tau (Homo sapiens), P10636; recombinant tau K18 P301L, heparin-induced fibrillization, ThT fluorescence; Potency, µM (top dose mostly 57.4 µM), without a hit: at the top dose activity, negative = inhibition, most hits filed as inhibitors; 270,000 tested, 2.1% active; AID 1460, 2008; also: % is scaled to controls: 0 for no effect and ±100 for the full control effect; nearly all actives have a fitted effect of over 55% in size
Target sequence (P10636 561-689 P618L limits assumed): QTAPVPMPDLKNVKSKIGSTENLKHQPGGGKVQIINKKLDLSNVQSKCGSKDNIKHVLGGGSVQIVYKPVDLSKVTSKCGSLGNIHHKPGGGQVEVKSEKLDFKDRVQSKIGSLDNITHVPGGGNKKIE
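ThT emission at 510 nm, taken 1 hr after adding 30 uM dye, quantifies aggregates formed when 20 uM heparin acts on human tau K18 P301L for 6 hr at 37 C.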
TRb-SRC2 inh: qHTS for Inhibitors of the Interaction of Thyroid Hormone Receptor and Steroid Receptor Coregulator 2. TRbeta-SRC2 peptide binding, fluorescence polarization; receptor liganded with 1 µM T3. Potency, µM (titrated, usually from 106 µM), for the others: top-dose activity change, negative = inhibition, actives largely listed as inhibitors. 280,000 tested, 0.065% active;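 also: plate controls were bound peptide for no effect and peptide without receptor for full effect; nearly all actives have a fitted effect of over 50% in size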
Target sequence (P10828 whole entry, looked up): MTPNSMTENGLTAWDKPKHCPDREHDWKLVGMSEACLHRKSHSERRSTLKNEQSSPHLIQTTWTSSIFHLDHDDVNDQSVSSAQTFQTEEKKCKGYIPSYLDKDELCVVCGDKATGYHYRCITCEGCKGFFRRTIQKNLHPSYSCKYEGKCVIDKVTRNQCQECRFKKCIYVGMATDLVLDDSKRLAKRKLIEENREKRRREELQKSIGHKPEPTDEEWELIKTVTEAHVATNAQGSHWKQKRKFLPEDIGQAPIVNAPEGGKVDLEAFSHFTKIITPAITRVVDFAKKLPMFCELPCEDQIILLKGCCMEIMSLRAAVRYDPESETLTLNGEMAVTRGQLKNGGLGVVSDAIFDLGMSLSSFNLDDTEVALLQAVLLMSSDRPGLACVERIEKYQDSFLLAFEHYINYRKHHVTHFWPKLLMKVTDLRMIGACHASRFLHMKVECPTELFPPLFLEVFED
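TRb LBD 0.6 uM + Texas Red SRC2 peptide 20 nM, 1 uM T3, Tris buffer w/ 5% DMSO; compound pinned, 5 h RT; FP read ex 555/em 632; normalized to unbound and bound controls.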
Tau FP inhib: qHTS for Inhibitors of Tau Fibril Formation, Fluorescence Polarization. Microtubule-associated protein tau (Homo sapiens), P10636. K18 P301L tau heparin fibrillization, Alexa594 FP, 6 h. Potency, µM (top dose mostly 57.7 µM), inactives show at the highest dose activity, negative = inhibition, most hits filed as inhibitors. 280,000 tested, 0.39% active. AID 1468, 2008; also: % is scaled to controls: 0 for no effect and ±100 for the full control effect; nearly all actives have a fitted effect of over 55% in size
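Human tau K18 […] P301L fragment, 15 uM unlabeled plus 0.24 uM Alexa 594-labeled tau (final), with compound and 20 uM heparin in 100 mM sodium acetate pH 7; 6 hr at 37 C, then Alexa 594 FP read.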
L3MBTL1 block: qHTS Assay for the Inhibitors of L3MBTL1; Lethal(3)malignant brain tumor-like protein 1 (Homo sapiens), Q9Y468; AlphaScreen L3MBTL1–H3K9me1 peptide binding; Potency, µM (highest dose often 57.1 µM), without a hit: at the highest dose activity, negative = inhibition, most hits filed as inhibitors; 230,000 tested, 0.66% active; AID 485360, 2010; also: % is scaled to controls: 0 for no effect and ±100 for the full control effect; nearly all actives have a fitted effect of over 60% in size
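AlphaScreen proximity signal between nickel-chelate acceptor and streptavidin donor beads (final 10 ug/mL) reports binding of 50 nM L3MBTL1 to 75 nM biotin-H3 K9me1 peptide; complex incubated with compounds 30 min at room temperature; cefsulodin titration as control.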
HTT ATP protect: qHTS Multiplex Assay to Identify Dual Action Probes in a Cell Model of Huntington: Cytoprotection (ATP) | PC12 HTT-Q103 induced, cytoprotection, ATP luminescence, 40 h | Potency, µM (series often up to 56.4 µM), for inactives: cytoprotection (ATP increase), actives largely listed as activators | 230,000 tested, 0.14% active | AID 1471, 2008;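 also: % of control where 0% means no effect; nearly all actives have a fitted effect of over 45% in size; toxic huntingtin expression switched on by the ecdysone agonist tebufenozide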
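Rat PC12, Q103 Htt exon1-GFP fusion, ecdysone promoter; tebufenozide inducer 100 nM final; compound titration; qHTS, 1500 cells/well; ATPlite luminescent read.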
The depositor's hits bear a star; i = inactive; ? = inconclusive; nt = not tested or not shown; & = joins results of further samples; [ ] = another dose, or the depositor's remark. Unless noted, calls follow the shape of the dose curve; as a rule, active = well fitted curve in the direction sought with a large enough effect; inconclusive = small, poorly fitted or top-dose-only effect, or another doubt; inactive = no such curve, though single readings can be large; an effect the other way counts as inactive or inconclusive. Potency is read from the fitted curve at half-maximal effect.

SMILES | RECQ1 inh | Tau fluor counter | TexasRed fluor | Tau fibril ThT | TRb-SRC2 inh | Tau FP inhib | L3MBTL1 block | HTT ATP protect
S=c1[nH]nc(COc2ccccc2)n1/N=C/c1ccccn1 | -7.5% | 6.2% | 0.0% | 0.8% | 4.7% | 1.0% | 3.8% | -0.1%[0.074 µM]
CC(=O)c1ccc(S(=O)(=O)Nc2cccc(-c3ccc4nncn4n3)c2)cc1 | i | 0.1% | -0.6% | -1.4% | 4.2% | -1.1% | -2.7% | -2.0%
CN(C)S(=O)(=O)c1ccc(S(=O)(=O)N(CC(=O)Nc2ccccc2)Cc2ccco2)cc1 | -0.2% | 3.4% | -3.3% | 1.0% | -6.3% | -0.7% | -6.2% | -10.0%
COc1ccc(NC(=O)C2=C(C)C(=O)OC23CCC(C)CC3)c(OC)c1 (centres undefined) | -1.1% | -13.8% | -1.8% | ? | -13.3% | -6.1% | -3.4% | 13.3%[10 µM]
Cc1ccnc(NC(=O)CCC(=O)N(CC(=O)NCc2ccccc2)Cc2cccs2)c1 | i | -3.6% | 1.3% | 3.1% | 4.0% | 5.9% | -30.7% | ?
COC(=O)c1c(NC(=O)/C=C/C(=O)O)sc(C)c1-c1ccc(C(C)C)cc1 | ? | -5.6% | -1.4% | ? | ? | -2.4% | -14.1% | -18.3%[10 µM]
CCN(CC)C(=O)CSc1nc2c(c(-c3cccnc3)c1C#N)CCCC2 | -4.0% | 7.9% | 1.2% | 1.2% | -6.2% | 0.8% | -3.2% | -17.4%
O=C(Nc1ccc(Cl)c(C(F)(F)F)c1)C(Cc1ccccc1)NS(=O)(=O)c1ccc(Br)s1 (centres undefined) | nt | 8.2% | -1.4% | 5.4% | -1.3% | ? | nt | nt
Cc1nnc(NC(=O)CSc2ncnc3scc(-c4ccccc4)c23)s1 | i | -10.5% | -4.4% | 0.3% | -1.5% | -14.4% | 10.6% | -8.0%
COc1cccc(NC(=S)N/N=C2\CC(C)(C)Oc3ccc(O)cc32)c1 | -9.8% | ? | -0.7% | -10.0% | 0.2% | ? | -7.7% | ?
Cc1ccc(-c2ccc(CCC(=O)O)n2-c2ccc(C)c(Cl)c2)cc1 | nt | -6.5% | -3.3% | -19.3% | 5.8% | -8.7% | nt | nt
CC(C)C[C@H](NC(=O)Nc1ccc(Oc2ccccc2)cc1)C(=O)O | -0.5% | 14.0% | -1.9% | 4.8% | -5.5% | 11.1% | 2.2% | nt
COc1cccc(NC(=O)C(OC(=O)/C=C/c2ccc3c(c2)OCO3)c2ccccc2)c1 (centres undefined) | -15.4% | ? | 0.1% | -12.0% | -17.9% | ? | nt | 1.4%
CCOC(=O)c1cnc2ccc(OC)cc2c1NCCc1ccc(OC)c(OC)c1 | -5.6% | -6.8%&-6.4% | -2.9%&-18.0% | ? | 5.2%&12.6% | -4.1%&0.9% | 7.2% | 6.1%[10 µM]
C/C(=N\Nc1cccc(Cl)c1)c1ccncc1 | -2.0% | ? | 1.2% | ? | 0.3% | 7.4% | -21.9% | 5.8%
O=C(c1ccccc1)[C@H]1CC=CC[C@H]1C(=O)O | -14.5% | -8.6% | -1.3% | -6.3% | -3.7% | -9.4% | 3.5% | -11.2%[10 µM]
Cc1ccc(C(=O)OCc2cc(=O)n3nc(CC(C)C)sc3n2)cc1 | nt | 10.9% | ? | 8.9% | -6.6% | -0.6% | nt | nt
CCOc1ccc(-c2nnc(Nc3ccc(S(N)(=O)=O)cc3)c3ccccc23)cc1 | nt | -6.3% | 1.8% | -13.8% | -1.3% | ? | nt | nt
CCN(CC)CC(=O)NCC1(c2ccccc2)CCOCC1 | 18.6% | 4.6% | -0.4% | 4.1% | 2.3% | 4.5% | nt | -0.2%
COC(C(=O)Nc1cc([N+](=O)[O-])ccc1C)c1ccccc1 (centres undefined) | -2.1% | -4.3% | -7.0% | -0.6% | -4.6% | -9.9% | -1.1%[11.4 µM] | -11.0%
Cc1ccc(C)c(NC(=S)NCc2ccc3c(c2)OCO3)c1 | -16.8% | -10.5% | -0.1% | -9.2% | 4.9% | -1.2% | -12.9% | 26.3%[10 µM]
CC(C)CCNC(=O)c1ccc2c(c1)ncn2C1CCCC1 | -1.4% | -10.4% | -2.3% | -9.3% | 4.9% | -6.5% | nt | -60.7%[inhibitor]
CCCC1C2C(=O)N(c3ccccc3OCC)C(=O)C2ON1c1ccccc1 (centres undefined) | -11.6% | -13.3% | -0.9% | -10.6% | -11.4% | 2.5% | nt | 6.5%
C/C(=N\NC(N)=O)c1cccc(Cl)c1 | -0.6% | -0.5% | -0.4% | 5.0% | 1.5% | 9.3% | -7.3% | -4.0%[10 µM]
NC(=O)c1noc(C(=O)N(CC(=O)NC2CCCC2)Cc2ccc3c(c2)OCO3)c1N | -0.4% | -0.3% | -0.8% | 2.9% | -10.7% | -2.1% | 5.2% | 14.4%[10 µM]

Next section (3 carried over from the part before).
SMILES | RECQ1 inh | Tau fluor counter | TexasRed fluor | Tau fibril ThT | TRb-SRC2 inh | Tau FP inhib | L3MBTL1 block | HTT ATP protect
CCCC1C2C(=O)N(c3ccccc3OCC)C(=O)C2ON1c1ccccc1 (centres undefined) | -11.6% | -13.3% | -0.9% | -10.6% | -11.4% | 2.5% | nt | 6.5%
C/C(=N\NC(N)=O)c1cccc(Cl)c1 | -0.6% | -0.5% | -0.4% | 5.0% | 1.5% | 9.3% | -7.3% | -4.0%[10 µM]
NC(=O)c1noc(C(=O)N(CC(=O)NC2CCCC2)Cc2ccc3c(c2)OCO3)c1N | -0.4% | -0.3% | -0.8% | 2.9% | -10.7% | -2.1% | 5.2% | 14.4%[10 µM]
NNC(=O)c1ccc(Cn2cc(Cl)cn2)o1 | -5.7% | -12.3% | -4.4% | -3.9% | 1.6% | 1.1% | 1.1% | 34.8%[10 µM]
O=C(COc1ccccc1Cl)N1CCN(c2ccc(F)cc2)CC1 | -13.4% | -8.9% | -0.6% | -6.4% | -3.2% | 4.3% | -4.5% | -4.2%
O=C(COc1ccccc1)Nc1ccc2nc(SCC(=O)N3CCCC3)sc2c1 | nt | -29.9% | -8.2% | ? | 1.3% | -4.5% | nt | nt
Cc1c(Cl)ccc2c(C(=O)NCCN3CCCCC3)cc(-c3ccccn3)nc12 | i | 3.4% | -3.4% | 8.0% | 0.8% | 4.4% | -3.4% | 2.6%[10 µM]
COc1ccc(C(=O)Nc2nc3ccccc3[nH]2)cc1S(=O)(=O)N1CCCC1 | -6.4% | -11.0% | -3.0% | -11.2% | 6.8% | -1.5% | nt | 6.8%
O=C(COc1ccc(/C=N/NC(=O)c2ccccc2O)cc1)Nc1ccc([N+](=O)[O-])cc1 | -0.3% | -15.7% | 1.0% | ? | 2.9% | -4.4% | 1.0% | ?
O=C(O)c1cccc(NS(=O)(=O)c2cccc3nsnc23)c1 | 12.5% | -1.6% | -2.4% | -3.7% | 0.9% | 9.5% | nt | 2.9%
CCC(=O)Nc1ccc(C(=O)Nc2ccc3c(c2)OCO3)cc1 | i | -13.7% | -0.3% | ? | 2.2% | -2.3% | -6.8% | -6.7%
CCOc1ccc(OCc2ccc(C(=O)Nc3ccc(Cl)cn3)o2)cc1 | -5.9% | ? | -2.5% | ? | -5.8% | -2.6% | 12.7% | -13.6%[0.074 µM]
COc1ccccc1NC(=O)CCn1cccc1 | i | -5.3% | -1.3% | -2.8% | -5.6% | -1.5% | nt | -3.1%
Cc1cc(C(=O)COC(=O)c2nc3nccc(C)n3n2)c(C)n1CC1CCCO1 (centres undefined) | -7.4% | -7.2% | 1.3% | -4.8% | 0.5% | 1.3% | nt | -11.3%
O=C(CC1C(=O)NCCN1Cc1ccc(Cl)c(F)c1)NCCc1cccnc1 (centres undefined) | i | -19.4% | 4.0% | ? | -6.1% | -9.8% | -18.0% | -2.2%[10 µM]
Cc1ccc(NC(=O)c2cnccn2)cc1S(=O)(=O)N(C)C | -6.1% | 1.2% | -1.9% | -2.8% | 3.7% | -13.9% | 5.3% | 13.7%[10 µM]
CC(=O)Nc1ccc(NS(=O)(=O)c2cc(Br)cc3c2N(C(=O)C2CC2)CC3)cc1 | nt | -23.0% | -1.4% | -5.2% | 1.2% | -2.4% | nt | nt
O=C(CSc1nnc(-c2ccccc2O)n1-c1ccccc1)Nc1cccc(C(=O)O)c1 | -2.0% | 2.6% | -1.1% | 0.5% | -7.3% | -2.1% | 18.9% | -44.6%[inhibitor]
Cn1cccc1/C=N/NC(=O)c1ccn[nH]1 | -3.3% | -11.1% | 0.7% | ? | -1.0% | 0.2% | -11.1% | -2.7%[10 µM]
COc1cc(C2C(C(=O)Nc3ccccc3)=C(C)Nc3nc(SCc4ccccc4F)nn32)cc(OC)c1OC (centres undefined) | nt | -9.7% | -4.3% | -6.7% | -4.9% | -6.8% | nt | nt
COc1cccc(-c2ccc3c(N)c(C(=O)c4ccc(F)cc4)sc3n2)c1 | nt | 3.16µM*[quencher] | -3.6% | ? | 7.5% | ? | nt | nt
FC(F)(F)c1nnc(-c2ccccc2)nc1Oc1ccccc1 | -11.3% | -9.6% | 0.4% | ? | -1.8% | -7.8% | 5.5% | -4.3%[10 µM]

An excerpt, so the mix of outcomes need not match the whole.
